Screening results (PubChem BioAssay)
GLP1R ag: qHTS of GLP-1 Receptor Agonists. Glucagon-like peptide 1 receptor (Homo sapiens), P43220. HEK293 GLP-1R CRE-luciferase, luminescence, 4-6 h; cells express a hypersensitive GLP-1R form. Potency, µM (series often up to 45.6 µM), inactives show at the top dose activation, actives largely listed as activators. 380,000 compounds, 0.007% hits. AID 624172, 2012; further: potency means the concentration at half of the fitted maximal effect; % of control where 0% means no effect
Target sequence (P43220 whole entry, looked up): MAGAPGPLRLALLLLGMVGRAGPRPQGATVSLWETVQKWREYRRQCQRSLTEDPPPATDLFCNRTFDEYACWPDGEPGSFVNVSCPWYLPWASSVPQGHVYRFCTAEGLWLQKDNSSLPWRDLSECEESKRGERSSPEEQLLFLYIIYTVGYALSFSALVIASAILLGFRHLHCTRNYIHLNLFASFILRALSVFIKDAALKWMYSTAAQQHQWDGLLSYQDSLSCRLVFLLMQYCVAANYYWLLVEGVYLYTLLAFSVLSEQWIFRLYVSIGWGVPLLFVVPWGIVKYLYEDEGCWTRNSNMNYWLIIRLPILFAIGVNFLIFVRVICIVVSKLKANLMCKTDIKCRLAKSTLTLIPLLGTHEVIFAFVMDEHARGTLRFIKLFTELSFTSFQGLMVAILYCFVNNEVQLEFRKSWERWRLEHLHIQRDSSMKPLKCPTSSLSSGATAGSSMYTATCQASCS
D3 antag: qHTS of D3 Dopamine Receptor Antagonist: qHTS. 360,000 compounds, 2.5% hits. D(3) dopamine receptor (Homo sapiens), P35462. max response, negative = inhibition, %. AID 652054, 2013. D3R cells, DiscoveRx beta-arrestin luminescence, antagonist mode; stronger effect = lower value; in the data active means max response below about -50%; inconclusive means no clear call, values can overlap the other calls; further: on the % scale 0 is the no-effect control and ±100 the full control effect; mostly tested at two doses, the higher about 12 µM
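Cells plated overnight at 1500 cells/well, then exposed to library compounds with dopamine controls for 90 minutes at 37 degrees C. DiscoveRx reagent added for 30–60 minutes at room temperature; luminescence read, quantitative HTS format.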
GLP1R cytotox: qHTS of GLP-1 Receptor Inverse Agonists: Cytotox Screen. HEK293 cAMP-luciferase reporter cells, luminescence, 24 h. 410,000 compounds, 0.13% hits. AID 624418, 2012. Potency, µM (top dose mostly 38.3 µM), for inactives: at the highest dose activity change, negative = inhibition, hits mostly inhibitors;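 further: loss of luciferase light is scored as toxicity; potency means the concentration at half of the fitted maximal effect; on the % scale 0 is the no-effect control and ±100 the full control effect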
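Quantitative HTS format, 1536 wells, 200 cells/uL seeded. Compounds: 23 nL, 24 h, 37 °C. Detection: luciferase reagent, luminescence at 12 min RT; decreased signal taken as cytotoxic.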
PTHR1 ag: qHTS for PTHR1 Agonists: Primary Screen; HEK293 GP2 PTHR1 cells, GloSensor cAMP luminescence, 1 h; Potency, µM (series often up to 115 µM), inactives show top-dose activation, actives largely listed as activators; 410,000 compounds, 0.075% hits; AID 743266, 2014; further: potency means the concentration at half of the fitted maximal effect; nearly all actives have a fitted effect of over 55% in size; some results filed as inactive show a strong effect at the top dose; inactives centre near -15; many of its hits are not listed in these tables
Target sequence (Q03431 whole entry, looked up): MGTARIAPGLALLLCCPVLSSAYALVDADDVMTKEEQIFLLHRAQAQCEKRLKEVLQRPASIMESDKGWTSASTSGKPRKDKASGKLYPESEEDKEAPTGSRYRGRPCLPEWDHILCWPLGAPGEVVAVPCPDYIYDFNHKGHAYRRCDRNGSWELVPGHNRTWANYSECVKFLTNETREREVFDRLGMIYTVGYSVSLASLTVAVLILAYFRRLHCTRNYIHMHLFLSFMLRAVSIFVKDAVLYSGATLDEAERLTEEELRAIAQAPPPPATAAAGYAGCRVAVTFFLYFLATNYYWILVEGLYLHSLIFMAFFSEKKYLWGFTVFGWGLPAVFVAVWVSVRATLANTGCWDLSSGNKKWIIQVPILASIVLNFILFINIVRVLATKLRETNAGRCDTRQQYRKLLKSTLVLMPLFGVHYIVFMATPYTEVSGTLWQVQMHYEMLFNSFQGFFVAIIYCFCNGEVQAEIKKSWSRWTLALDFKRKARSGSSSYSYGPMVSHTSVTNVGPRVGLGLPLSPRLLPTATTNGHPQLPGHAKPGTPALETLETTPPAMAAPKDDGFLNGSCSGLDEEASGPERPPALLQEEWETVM
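HEK-293-derived GP2 cells expressing PTHR1 and a GloSensor cAMP reporter, 3,000/well, plated overnight, given luciferin plus IBMX (each 0.5 mM as added) for 1 h at 37 °C, then compound for 1 h at 37 °C. Luminescence was read after 15 min at room temperature.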
DRD3 agonist: qHTS of D3 Dopamine Receptor Agonist: qHTS. max activation, %. D3R DiscoveRx beta-arrestin cells, luminescence, 90 min. 410,000 compounds, 0.58% hits. AID 652048, 2013. D(3) dopamine receptor (Homo sapiens), P35462; in the data active means max activation above about 30%; further: 0% is about no effect; mostly tested at two doses, the higher about 12 µM
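Cells at 1500/well, incubated overnight, then treated with pinned compounds (dopamine as control) for 90 min at 37 degrees C. DiscoveRx reagent added for 30 - 60 minutes at room temperature; luminescence read.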
KB-V1 MDR tox: qHTS assay for MDR1-selective chemotherapeutics: Primary screen using the drug-selected MDR subline cells KB-V1. KB-V1 MDR cells viability, CellTiter-Glo, 72 h. Potency, µM (top dose mostly 46.1 µM), for inactives: top-dose activity change, negative = cytotoxicity, actives largely listed as cytotoxic. 400,000 compounds, 3.4% hits. AID 1347076, 2019; further: potency means the concentration at half of the fitted maximal effect; on the % scale 0 is the no-effect control and ±100 the full control effect; nearly all actives have a fitted effect of over 60% in size
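KB-V1 cells (P-gp-expressing MDR subline of KB-3-1) in phenol-red-free DMEM with 10% FBS were exposed to library compounds over a concentration series for 72 h at 37 degrees C. Viability read by CellTiter-Glo luminescence; concentration-effect curves fitted after normalization.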
TDP-43 yeast inh: qHTS of TDP-43 Inhibitors | TDP-43 expressing yeast growth rescue, BacTiter-Glo, 24 h | Potency, µM (top dose mostly 46.1 µM), inactives show at the top dose growth rescue (activation), usual class: activators | 410,000 compounds, 1.8% hits | AID 652104, 2013; further: potency means the concentration at half of the fitted maximal effect; % of control where 0% means no effect; nearly all actives have a fitted effect of over 50% in size
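Luminescence from BacTiter-Glo reports growth of TDP-43-expressing yeast after 24 hr at 30 deg C with compound. Cells were raffinose-pregrown to mid-log, then seeded in galactose medium at OD600=0.02.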
GLP-1R inv ag: qHTS of GLP-1 Receptor Inverse Agonists (Inhibition Mode); AID 624417, 2012; 410,000 compounds, 1.6% hits; HEK293 GLP-1R CRE-luciferase, luminescence, 24 h; GLP-1R form is constitutively active; Potency, µM (series often up to 38.3 µM), for inactives: at the top dose activity change, negative = inhibition, actives largely listed as inhibitors; Glucagon-like peptide 1 receptor (Homo sapiens), P43220; further: potency means the concentration at half of the fitted maximal effect; on the % scale 0 is the no-effect control and ±100 the full control effect; nearly all actives have a fitted effect of over 55% in size
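GLP-1R inverse agonism mode: basal reporter luminescence in engineered HEK293 cells measured after one day of compound exposure at 37 deg C, with a 12 min room-temperature detection step.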
aSyn rescue: qHTS of alpha-syn Inhibitors | Yeast expressing alpha-synuclein, growth rescue, BacTiter-Glo, 24 h | Potency, µM (series often up to 46.1 µM), inactives show top-dose growth rescue (activation), usual class: activators | 370,000 compounds, 0.14% hits; further: potency means the concentration at half of the fitted maximal effect; % of control where 0% means no effect; nearly all actives have a fitted effect of over 65% in size
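Screening used galactose-induced yeast with toxic alpha-synuclein levels, exposed to compound for 24 hr at 30 deg C. Cell growth, read with BacTiter-Glo luminescence, gave the measured signal.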
Starred values were filed as active, the others as inactive; i = inactive; ? = inconclusive; nt = no result given; & = joins results of further samples; ! = a repeat was not active; [ ] = another dose, or the depositor's remark. Unless noted, the call rests on the fitted dose curve; in most records, active means well fitted curve in the direction sought with a large enough effect; inconclusive means small, poorly fitted or top-dose-only effect, or another doubt; inactive means no such curve, though single readings can be large; an effect the other way counts as inactive or inconclusive.

Screens in order: GLP1R ag, D3 antag, GLP1R cytotox, PTHR1 ag, DRD3 agonist, KB-V1 MDR tox, TDP-43 yeast inh, GLP-1R inv ag, aSyn rescue
Clc1cccc(Cc2c(-c3cccc(Cl)c3)nc3ccc(Cl)cn23)c1
  9%, 33, -8%, -88%[inhibitor], 7, 12%, 13µM*, ?, 0%
CCCCn1c(N)c(N(CC(C)C)C(=O)CN(C)S(=O)(=O)c2ccc(NC(C)=O)cc2)c(=O)[nH]c1=O
  -6%, -12, -4%, -6%, 1, 4%, 0%, 11%, -3%
CC1(O)CC2CC1C(C(=O)O)C2C(=O)O (stereo unspecified)
  0%, 2, -6%, i, 6, 6%, 12%, 6%, 0%
CN1CCN(C(=O)c2ccc(-c3ccccc3)cc2)CC1
  -1%, -29, 5%, -11%, -7, 25%, 7%, 3%, 12%
CCCCC(=O)NC1(C(F)(F)F)C(=O)Nc2c1c(=O)[nH]c(=O)n2-c1ccc(C)c(C)c1 (stereo unspecified)
  -2%, nt, 5%, -8%, -6, ?, 19%, 5%, nt
CC(Sc1nc(N)cc(=O)[nH]1)C(=O)NNC(=O)c1cccc(Cl)c1 (stereo unspecified)
  3%, -5, -3%, i, -14, ?, 13%, 1%, 4%[1.84 µM]
COc1ccc(CCNC(=S)NC(=O)/C=C/c2ccc(C)cc2)cc1OC
  -1%, -8, -14%, i, 1, ?, 2%, 31%[activator], -7%
CC(=O)Nc1cccc(NS(=O)(=O)Cc2ccc(Cl)cc2)c1
  -2%, 4, 2%, -12%[57.5 µM], 0, -21%, -8%, 7%, 0%
CNc1cncc(-c2cccc(C(C)=O)c2)n1
  5%, 34, 8%, -4%, 12, -9%, ?, 1%, 2%
CCOC(=O)c1cc(NC(=O)Nc2ccc(OC)c(OC)c2)c(C)nc1C
  23%, 20, -18%, i, 2, -1%, 5%, -4%, 2%
O=Nc1ccc(O)c2ncccc12
  1%, ?, ?, -12%, -13, 23µM*, 1%, ?, -2%
COc1ccc(N2CC(C(=O)Nc3ccccc3-c3nc(-c4ccc(C)cc4)no3)CC2=O)cc1 (stereo unspecified)
  nt, nt, -19%, ?, -12, 29%, -7%[9.22 µM], -1%, nt
COc1ccc(C(=O)Nc2ccc(CN3CCS(=O)(=O)CC3)cc2)cc1
  -6%, 27, 5%, -75%[inhibitor], 3, -20%, 11%, 4%, 1%
CC(C)CNC(=S)NNC(=O)c1csc2c1CCC(C)C2 (stereo unspecified)
  -14%, -55*, 1%, ?, -34, 7.3µM*, 3%, ?, 7%
COc1ccc(OC)c(S(=O)(=O)N/N=C\c2cn(CC(N)=O)c3ccccc23)c1
  1%, 11, -14%, -14%, 3, -3%, 4%, ?, -2%
NC(=O)c1cc([N+](=O)[O-])ccc1NCCN1C(=O)c2ccc(C(=O)O)cc2C1=O
  -2%, -1, -9%[7.66 µM], -24%, -4, 5%, -8%[9.22 µM], -5%[7.66 µM], 2%
Nn1c(SCC(=O)Nc2ccc3c(c2)CCC3)nnc1C1CC1
  0%, -2, 11%, -1%, 1, ?, 9%, 16%, -1%
Cc1cccc(NS(=O)(=O)c2c(C)nc3scc(C)n3c2=O)c1
  4%, 10, -1%, -23%, 1, ?, 16µM*, -30%, ?
Cc1ccnc(N2C(=O)C3C4CC(C(Br)C4Br)C3C2=O)c1 (stereo unspecified)
  -6%, 11, -5%, i, -3, -26%, 18%, 1%, -1%
O=C(NCCCc1ccccc1)N1CCOCC1
  2%, -7, 3%, i, -12, ?, -3%, 9%, 2%
Cc1ccc(CNC(=O)NCc2ccccc2)cc1
  -4%, 23, 8%, i, 2, ?, 1%, 7%, 1%
CC(C)NC(=O)C1CCN(c2nc3ccccc3nc2C(F)(F)F)CC1
  nt, nt, 2%, 13%, 3, ?, -4%, 2%, nt
O=C(NCCC1CC1(Cl)Cl)c1ccc([N+](=O)[O-])cc1 (stereo unspecified)
  1%, 4, -3%, i, 1, -1%, 10%, 12%, 2%
CCOC(=O)c1ccc(N2C(=O)CC(SCC(N)C(=O)OCC)C2=O)cc1 (stereo unspecified)
  -4%, ?, -5%, -9%[57.5 µM], -3, 13%, 20%, -4%, 12%
CCCc1nnc(NC(=O)CSc2nc3ccccc3[nH]2)s1
  7%, 18, 6%, i, 3, 0%, -23%, 37%[activator], -2%
CCOc1ccccc1NC(=O)CCc1nc(-c2cccc(C)c2)no1
  nt, nt, 0%, -21%, -11, nt, 0%, -16%, nt
CCn1c(C2CC(=O)N(c3cc(C)cc(C)c3)C2)nc2ccccc21 (stereo unspecified)
  8%, -18, -4%, -9%, 1, -5%, 0%, 0%, 5%
CCCN(C(=O)c1nn(-c2ccc(C)cc2)c(=O)c2c1c1ccccc1n2C)c1ccccc1C
  nt, nt, 21%, 1%, -10, -4%, -2%, 10%, nt
CNCc1ccccc1Sc1cc(O)ccc1O
  0%, -55*, ?, 4%, -22, -17%, -19%, ?, -7%
CC(C)N1CCN(c2ccncc2S(=O)(=O)N2CCCCC2)CC1
  10%, 7, -6%, i, 10, -22%, 11%, 2%, -3%
O=C(N/N=C/c1coc2ccccc2c1=O)c1cn(-c2ccccc2)nc1-c1ccccc1
  10%, -1, -4%, i, -8, 3%, -3%, -7%, -4%
Cc1cc(Cl)c(S(=O)(=O)NC(C(=O)O)c2ccccc2)cc1OCC(N)=O (stereo unspecified)
  1%, -16, 10%, i, 0, 1%, -9%, 0%, -3%
O=C(NCc1ccccc1Cl)c1cc(-c2ccccc2)n[nH]1
  nt, nt, -5%, i, -6, 12%, 20%, -23%, nt
COC(=O)c1cn(NC(=O)Cc2cccc(OC)c2)c(=O)c2ccccc12
  4%, 15, 9%[1.53 µM], -41%[inhibitor], -10, ?, -4%, 8%, 8%
O=C(CN1CCN(c2ccccc2O)CC1)Nc1cccnc1Cl
  ?, 1, -8%, i, 6, -1%, 0%[0.397 µM], 20%, -10%
COc1cc(OC)cc(C(=O)Nc2ccc(S(=O)(=O)Nc3onc(C)c3C)cc2)c1
  -7%, nt, 1%, i, -3, 7%, -32%[inhibitor], 3%, 6%
COc1cc(OC)nc(Oc2ccc(N)c(C)c2)n1
  1%, -12, -8%, -11%, -2, 0%, 10%, 38%[activator], -2%
Cc1[nH]nc(N=CC2=C(O)CC(C)(C)CC2=O)c1-c1ccccc1
  18%&5%, -2&-2, 9%&6%, i, 4&2, 23µM*!, 10%&23%, ?, -2%&5%
CCCCc1nn2c(C)c(-c3ccc(OCC)cc3)nc2s1
  nt, nt, -12%, -14%, -3, -3%, 22µM*, 10µM*, nt
COc1ccc(NC(=O)C(Sc2ccccc2)c2ccccc2)c(OC)c1 (stereo unspecified)
  15%, -23, 1%, -6%, 9, -3%, -31%, ?, -2%
CCc1noc(C)c1C(=O)NNC(=O)COc1ccccc1C
  -1%, 2, -2%, i, 0, 0%, 11%, 4%, -2%
O=c1oc(-c2ccc(Br)o2)nc2ccccc12
  1%, 12, 1%, -6%[57.5 µM], -21, -7%, -20%, -8%, -4%
N#C/C(=C\c1cccc(Oc2ccccc2)c1)C(=O)N1CCOCC1
  0%, 10, -3%, -30%[inhibitor], 1, -4%, ?, -26%, -75%[inhibitor]
CCOC(=O)Cn1nc(C)n(-c2ccc(Cl)cc2)c1=O
  0%, -16, 18%, 4%, -9, -3%, -8%, -10%, 7%
CC(=O)Nc1ccc(Nc2ncnc3c2cnn3-c2cccc(C)c2)cc1
  0%, 13, -26%, -42%[inhibitor][57.5 µM], 1, 16µM*, 1%, 43%[activator], -3%
Nc1nc(N)c(N=O)c(Nc2ccc(Cl)c(Cl)c2)n1
  -4%, -3, -2%, i, 6, ?, 6%, 5%, -4%
CC1CCC(C(=O)NC(C(=O)NCc2cccnc2)C(C)C)CC1 (stereo unspecified)
  -4%, 9, -5%, -7%[57.5 µM], 3, 21µM*, 10%, -6%, 3%
CCN1CCCc2cc(CN(CCN3CCOCC3)C(=S)Nc3cccc(OC)c3)ccc21
  -4%, 4, 13%, i, 4, -3%, 10%, -18%, ?
O=C(Cc1cccc2ccccc12)NNC(=O)Nc1ccc(Cl)cc1
  6%, 14, 4%, -13%, 10, ?, 10%, ?, -1%
Fc1cccc(NC(=S)Nc2ccc(Br)cc2)c1
  -15%, ?, -25%, -14%[57.5 µM], -1, 1%, 16%, ?, -17%
COCCn1c(C)cc(C(=O)CSc2nc3ccccc3o2)c1C
  -10%, 41, -29%, -24%[57.5 µM], -5, ?, ?, ?, 6%
CCOC(=O)c1nn(-c2ccc(Br)cc2)cc1C(=O)c1cccc2ccccc12
  -5%, -22, 7%, i, 1, 12µM*, -8%, 0%, 3%
COC(=O)C/C(O)=C(/N=Nc1cccc(C(F)(F)F)c1)C(=O)OC
  4%, -5, -3%, ?, -12, -4%, -24%, 5%, 1%

An excerpt. The share of hits here may be higher or lower than overall.
